Apaf1 inhib – inhibitors of human Apaf-1 apoptosome, primary screen, biochemical, DEVD-Rh110 fluorescence, uHTS | Apoptotic protease-activating factor 1 (Homo sapiens), O14727 | reconstituted apoptosome caspase-3 activity | inhibition, % at 20 µM | 0.71% of 330,000 active; active = inhibition of at least 40% at 20 µM;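 also: plate controls were DMSO wells for no effect and DEVD-CHO caspase inhibitor wells for full effect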
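Material: reconstituted apoptosome with Apaf-1, cytochrome c, caspase-9, procaspase-3, dATP / Buffer or medium: pH 7.5 Hepes buffer with CHAPS, BSA, DTT / Also added: cytochrome c with DEVD-Rh110 / Schedule: compound with Apaf-1, dATP, procaspase-3 30 min, then 50 min reaction, room temperature / Technique: rhodamine 110 fluorescence at Ex 480/Em 540 nm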
697 NFkB inh – inhibitors of PMA/ionomycin-induced NF-kB reporter, 697 cells, primary screen, B-cell NF-kB inhibitor project, cell-based, luminescence, uHTS | 697 B-cell NF-kB luciferase reporter, 16 h | inhibition, % at 4 µM | 0.33% of 330,000 active | AID 435022, 2010; in the data active = inhibition above about 35%
EBI2 block – EBI2 receptor antagonists, beta-arrestin recruitment, primary screen, cell-based, luminescence, 7a,25-OHC stimulation, uHTS; G-protein coupled receptor 183 (Homo sapiens), P32249; 7a,25-OHC stimulated; inhibition, % at 5 µM; 0.81% of 360,000 active; in the data active = inhibition above about 38%;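 also: enzyme fragment complementation signal reports receptor beta-arrestin coupling in cells; 0% = agonist plus DMSO wells and 100% = wells without agonist; some results beyond the cut were filed as inactive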
Target sequence (P32249 whole entry, looked up, the tested form may be a part): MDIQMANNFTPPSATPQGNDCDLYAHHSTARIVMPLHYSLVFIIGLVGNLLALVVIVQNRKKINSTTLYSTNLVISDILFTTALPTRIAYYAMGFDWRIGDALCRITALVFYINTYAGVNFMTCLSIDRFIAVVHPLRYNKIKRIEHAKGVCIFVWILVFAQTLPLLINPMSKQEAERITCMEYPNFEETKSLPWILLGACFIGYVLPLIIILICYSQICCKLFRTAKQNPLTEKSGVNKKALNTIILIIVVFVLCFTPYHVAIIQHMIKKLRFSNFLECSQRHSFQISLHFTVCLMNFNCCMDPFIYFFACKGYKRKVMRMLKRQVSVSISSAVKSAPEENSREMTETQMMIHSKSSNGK
SENP8 inh – SENP8 protease inhibitors, primary screen, biochemical, luminescence | purified SENP8, Z-RLRGG-aminoluciferin cleavage | AID 2540, 2010 | 1.2% of 330,000 active | inhibition, % at 10 µM | Sentrin-specific protease 8 (Homo sapiens), Q96LD8
Target sequence (Q96LD8 whole entry, looked up): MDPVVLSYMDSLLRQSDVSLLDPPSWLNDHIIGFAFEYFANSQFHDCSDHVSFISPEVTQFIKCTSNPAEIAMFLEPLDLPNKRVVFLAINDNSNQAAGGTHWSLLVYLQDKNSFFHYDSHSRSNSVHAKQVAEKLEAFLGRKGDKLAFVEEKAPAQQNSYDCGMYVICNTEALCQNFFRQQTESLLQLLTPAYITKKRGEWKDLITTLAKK
Jurkat NFkB inh – inhibitors of induced NF-kB luciferase reporter, primary screen, TCR NF-kB activation inhibitor project, cell-based, luminescence, uHTS. Jurkat, PMA/ionomycin-induced NF-kB luciferase reporter. inhibition, % at 4 µM. 0.53% of 330,000 active
CCR6 antagonist – CCR6 receptor antagonists, primary screen, cell-based, CHO-K1, luminescence, beta-arrestin, uHTS | 0.49% of 340,000 active | AID 493098, 2011 | inhibition, % at 20 µM | CHO-K1 CCR6 PathHunter beta-arrestin, CCL20-stimulated | C-C chemokine receptor type 6 (Homo sapiens), P51684;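 active = compounds whose inhibition of the agonist-driven luminescence signal at 20 µM reaches about 50%, limit read from the data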;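 also: cells stimulated with CCL20 at 14 nM final; plate controls were DMSO with CCL20 for no effect and DMSO without agonist for full effect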
Target sequence (P51684 whole entry, looked up): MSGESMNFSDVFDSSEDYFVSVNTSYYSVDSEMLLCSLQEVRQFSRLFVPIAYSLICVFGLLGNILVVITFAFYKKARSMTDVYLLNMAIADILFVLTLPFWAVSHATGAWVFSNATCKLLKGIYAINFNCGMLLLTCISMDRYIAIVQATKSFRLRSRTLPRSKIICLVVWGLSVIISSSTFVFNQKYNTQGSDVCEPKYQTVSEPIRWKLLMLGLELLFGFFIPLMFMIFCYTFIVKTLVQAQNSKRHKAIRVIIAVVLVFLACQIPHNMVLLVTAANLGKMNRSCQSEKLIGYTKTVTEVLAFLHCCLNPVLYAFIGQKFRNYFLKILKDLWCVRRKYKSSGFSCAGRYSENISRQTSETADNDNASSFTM
UBC13 polyUb – UBC13 polyubiquitin chain formation inhibitors, primary screen, biochemical, TR-FRET, uHTS; inhibition, % at 20 µM; 0.47% of 330,000 active; AID 485273, 2010; in the data active = inhibition above about 45%, passing the limit was not always enough
Gli-Sufu block – Gli-Sufu pathway antagonists, primary screen, luciferase luminescence, Sufu-KO-LIGHT cells, uHTS; Sufu-KO-LIGHT fibroblasts, Gli luciferase reporter luminescence; inhibition, % at 5 µM; 0.74% of 340,000 active;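 active = inhibition above about 55%, limit read from the data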;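 also: 0% = DMSO-treated cells and 100% = wells with medium but no cells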
* marks the source's active call; other numbers are inactive results. Rule as the data show it, unless noted: active = inhibition above about 50%; inactive = the rest.

Results follow in this order: Apaf1 inhib, 697 NFkB inh, EBI2 block, SENP8 inh, Jurkat NFkB inh, CCR6 antagonist, UBC13 polyUb, Gli-Sufu block
Cc1ccccc1NC1c2ccccc2C(=O)N1Cc1ccco1 (centres undefined)
  19, 0, -10, -10, 1, 6, -2, 2
COC(=O)c1ccc(NC(=O)CCS(=O)(=O)c2ccc(Br)s2)cc1
  3, -63, 12, 2, -4, 7, 6, 0
Cc1ccc(-c2onc3ccc(Br)cc23)cc1
  14, -29, 8, -3, -31, 3, 0, -6
Cc1ccc2c(COC(=O)CC3Sc4ccccc4NC3=O)cc(=O)oc2c1C (centres undefined)
  13, 18, 3, 3, 2, 4, -7, 5
c1ccc(CN2CCOCCOCCOCCOCCOCCOCC2)cc1
  -7, 10, -6, 1, -4, -10, 5, 5
Cc1ccc(/C(N)=N/OC(=O)C23CC4CC(CC(C4)C2)C3)cc1
  5, -132, 21, -3, -81, 15, -3, -30
Cc1ccc(CN(C(=O)c2ccccc2C)C2CCS(=O)(=O)C2)o1 (centres undefined)
  -6, -4, -8, -2, -1, 14, -3, -4
CCCCC1CCC(C(=O)Nc2ccccc2N2CCOCC2)CC1 (centres undefined)
  17, -8, 10, -9, -3, 16, -5, 4
N#CC1=C(N)OC2=C(C(=O)CCC2)C12C(=O)N1CCCc3cccc2c31 (centres undefined)
  -7, -6, -6, -2, 9, -21, 4, 4
O=C(O)/C=C/C(=O)Nc1ccc(C(=O)c2ccccc2)cc1
  4, 7, 0, -6, 5, 11, 1, 2
COc1ccc(Cl)cc1S(=O)(=O)N1CCN=C1Cc1ccccc1
  -6, -8, -20, -5, 13, 9, 8, -1
S=C(NCCNC(=S)Nc1ccccc1)Nc1ccccc1
  9, 21, -1, 2, 2, 11, -4, -17
CCOC(=O)N1CCC(NC(=O)C2CCCN(c3nc4ccccc4o3)C2)CC1 (centres undefined)
  -13, 0, 0, -7, 3, 2, 9, 1
CCCCc1nc(C(N)=O)c2[nH]c(=O)n(-c3ccc(OCC)cc3)c2n1
  -157, -10, -3, -9, -4, -1, 6, 2
Cc1ccc(-n2c(N)c(C(=O)N3CCCCC3)sc2=S)cc1
  11, -35, 5, -14, -8, 15, -11, 4
CC(=O)c1sc(-c2ccc(F)cc2F)nc1C
  3, -8, -2, -18, -19, -3, -6, -7
O=C(O)CCC1(c2ccccc2)NC(=O)NC1=O (centres undefined)
  -11, 4, -5, 0, 2, 2, 17, 6
CCOC(=O)c1ccc(NC(=O)Cn2nc(C)c3ccccc3c2=O)cc1
  3, -5, 1, -1, -16, 7, -6, 3
O=c1c2ccccc2sn1-c1cc(S(=O)(=O)N2CCOCC2)ccc1N1CCCC1
  6, 17, 20, 6, 2, -15, -1, -17
Cc1cc(C)cc(NC(=O)N2c3ccccc3NC(=O)CC2C)c1 (centres undefined)
  -15, 6, -7, 1, -4, 7, -9, 0
Cc1ccc(-c2csc(N3CCC(C(N)=O)(N4CCCCC4)CC3)n2)cc1
  23, -3, 8, -1, -5, 8, 15, 5
CCCc1nn(C)c(C(=O)Nc2cccc(CC)c2)c1Cl
  18, -36, -2, -4, -7, 10, 19, -33
COc1cccc(CNc2cc(C)ccn2)c1O
  -18, -14, -4, -10, -24, 13, 10, -10
Cc1[nH]n(-c2ccc(Cl)cc2)c(=O)c1C=Nc1ccc(S(=O)(=O)N2CCOCC2)cc1
  -1, -17, 0, -6, 5, 4, -14, -4
COCCn1nnnc1SCC(=O)c1ccc(F)cc1
  4, -29, 2, -7, -2, 6, -12, -32
COc1ccc(C(=O)N/C(=C\c2ccc3c(c2)OCO3)C(=O)NCCc2nc3ccccc3[nH]2)cc1
  3, 13, -7, 1, 7, -1, -5, 5
CN(C)c1ccc(-c2cc3ccccc3c(=O)o2)cc1
  7, -67, 14, 84*, 1, 4, 0, -135
CC1(C)CC(=O)N(c2ccccc2)C1(C)O (centres undefined)
  -3, 8, -3, -12, -5, -1, -14, -7
O=c1cc(O)c2sc(Nc3ccc(Cl)c(F)c3)nc2[nH]1
  -4, 6, 0, 2, -5, -3, -6, 4
COc1cc(CCC(=O)OCC(=O)Nc2cccc(S(N)(=O)=O)c2)cc(OC)c1OC
  2, -20, -6, -1, 8, -3, 1, -1
O=C(CSc1nncn1-c1cccnc1)N1CCOCC1
  -12, -16, -4, 0, 5, 14, 2, -4
COC(=O)c1sc2nc3c(cc2c1N)CCCC3
  -6, -97, -4, 57*, -153, 2, 2, -147
O=C(Nc1cccc(F)c1)N1C2CCC1CC(O)(c1cccnc1)C2 (centres undefined)
  -2, 9, -1, 2, -8, 7, 1, -12
COc1ccc(C(=O)COC(=O)c2ccccc2NS(=O)(=O)c2ccc(O)c([N+](=O)[O-])c2)cc1
  -12, 28, -8, 2, 0, 28, -6, 6
CCN(CC)S(=O)(=O)c1ccc(N2CCN(S(=O)(=O)c3ccc4c(c3)OCCO4)CC2)nc1
  9, -36, 15, 7, -5, -19, -11, -9
Cc1ccc(C)c(-n2cc(CNC(C)Cn3cncn3)c(-c3ccccc3)n2)c1 (centres undefined)
  -19, 0, 7, -4, 6, 4, 3, 5
Cc1ccc(NC(=O)CCNC(=O)c2ccc(Br)cc2)nc1
  16, 15, -10, -5, 1, -4, 6, -6
O=C(Cc1cn2ccsc2n1)Nc1ccccc1Oc1ccccc1
  9, 20, -6, 6, -3, 6, -1, -5
CC(=O)N1C(=O)N(C(C)=O)C2C1N(C)C(=O)N2C(C)=O (centres undefined)
  1, 12, -6, 1, 7, 5, 4, 1
CCOCCCn1c(SCC(=O)Nc2ccc3[nH]c(=O)[nH]c3c2)nc2ccccc2c1=O
  -2, -12, 3, -9, -4, 0, 0, -11
O=C(CC1SC(N2CCCCC2)=NC1=O)Nc1cccc(C(F)(F)F)c1 (centres undefined)
  15, 2, -14, -9, 0, 12, -12, 1
CSc1nncc(/C(C)=N/O)n1
  3, 4, -17, -6, 4, -8, -1, 2
N#Cc1ccc(/C=N/NC(=S)Nc2ccc(S(=O)(=O)N3CCOCC3)cc2)cc1
  -24, 17, 54*, 3, 1, 21, -4, 0
COc1ccc2nc(SCC(=O)Nc3ccccc3C)[nH]c2c1
  4, -17, 0, 6, -14, -8, -2, 13
Nn1c(Cc2ccccc2F)nnc1SCCOc1ccc(Cl)cc1
  5, -10, 13, 9, -12, 10, -10, 18
Cc1c(NC(=O)C(C)OC(=O)COc2cccc3c2OC(C)(C)C3)c(=O)n(-c2ccccc2)n1C (centres undefined)
  -8, 29, -5, -1, 2, 4, 8, -15
CCN(CC)S(=O)(=O)c1ccc(C(=O)OCCN2C(=O)CCC2=O)cc1
  -9, -4, -2, 7, 11, 4, 0, 13
CC(C)OC(=S)N/C(=N\S(=O)(=O)c1ccccc1)c1ccccc1
  -16, 15, -2, 7, -4, 4, 3, 5
COc1ccc(-c2ccc3nnc(SCC(=O)Nc4ccc(NC(C)=O)cc4)n3n2)cc1
  0, 9, -9, -20, 5, 16, -2, -8
CC(C)(C)OC(=O)N/N=C/c1ccc(C(=O)O)cc1
  -9, -14, -7, -6, 3, 5, 6, -6
O=C(CN(C(=O)CCC(=O)Nc1ccccn1)c1ccc(F)cc1)NCc1ccc(F)cc1
  5, -13, 9, -10, -16, 2, 1, 50
CCN(CC)S(=O)(=O)c1ccc(N2CCOCC2)c(NC(=S)NC(=O)c2ccco2)c1
  -12, 0, 0, 2, 1, 39, 5, -23
Cn1c(CNC(=O)OC(C)(C)C)nnc1SCc1c(Cl)cccc1Cl
  -18, 7, 0, -1, 0, -4, -1, -1
Cc1c(C)c2ccc(O)c(CN3CCCC3)c2oc1=O
  7, -5, 5, -5, -14, 12, 6, 6
COc1cccc(CN(C(=O)/C=C/c2ccco2)C2CCS(=O)(=O)C2)c1 (centres undefined)
  10, 13, 4, 6, 7, 15, -3, -7
COC(=O)c1cc2occc2n1CC(=O)N(C)C1CCCCC1
  -4, 20, 6, -3, -3, -9, -4, 7
COC(=O)C1(C)CCC(C(=O)Nc2ccccc2)C1(C)C (centres undefined)
  -5, 12, -2, 4, 3, -5, 0, 5
CCc1ccccc1OCC(=O)Nc1cccc(S(=O)(=O)NCc2ccco2)c1
  25, 5, 7, -20, 0, 11, -8, -7
CCc1ccc(N(CC(=O)NC2CCCC2)C(=O)CCC(=O)Nc2ccccn2)cc1
  12, -10, 7, -4, 6, 7, -6, -2
COC(=O)c1ccc(-c2ccc(/C=N/N3C(=O)C4C5C=CC(CC5)C4C3=O)o2)cc1 (centres undefined)
  8, -189, -7, -2, -39, 10, -4, -89

Record cards (already shown):
CCCc1nn(C)c(C(=O)Nc2cccc(CC)c2)c1Cl in the list: Apaf1 inhib: 18; 697 NFkB inh: -36; EBI2 block: -2; SENP8 inh: -4; Jurkat NFkB inh: -7; CCR6 antagonist: 10; UBC13 polyUb: 19; Gli-Sufu block: -33
Cc1c(NC(=O)C(C)OC(=O)COc2cccc3c2OC(C)(C)C3)c(=O)n(-c2ccccc2)n1C (centres undefined) in the list: Apaf1 inhib: -8; 697 NFkB inh: 29; EBI2 block: -5; SENP8 inh: -1; Jurkat NFkB inh: 2; CCR6 antagonist: 4; UBC13 polyUb: 8; Gli-Sufu block: -15

Next section
Results follow in this order: Apaf1 inhib, 697 NFkB inh, EBI2 block, SENP8 inh, Jurkat NFkB inh, CCR6 antagonist, UBC13 polyUb, Gli-Sufu block
COc1ccc(N(CC(=O)Nc2nccs2)S(=O)(=O)c2c(C)[nH]c(=O)[nH]c2=O)cc1
  6, 2, -9, 3, 15, 2, -4, 2
O=C(Nc1ccc(S(=O)(=O)N2CCCc3ccccc32)cc1)C1CCCO1 (centres undefined)
  -6, 0, -5, 4, 3, -6, -5, 0
O=c1ccc2cc(S(=O)(=O)N3CCN(c4ccccc4F)CC3)ccc2[nH]1
  11, -9, -9, 0, 12, -10, -9, 8
Cc1ccc(OC(=O)c2cccnc2)cc1
  -9, -2, -9, -13, -2, -7, 9, -22
CC(C)CC(=O)NC(Nc1ccccc1F)C(Cl)(Cl)Cl (centres undefined)
  11, 9, 9, 0, -9, 28, -2, 4
Cc1ccc(S(=O)(=O)N2CCCCC2)cc1NC(=O)c1cccnc1
  9, 5, -3, -12, 9, 9, -5, -8

Compound activity as filed in PubChem.

Some of the compounds tested, so the mix of outcomes need not match the whole.
